SSB-PriA inh: blocks PriA binding to SSB C-terminal tail; AlphaScreen SSBct-PriA binding, biotinylated peptide; inhibition, % at 33 µM; 430,000 tested, 0.6% active; in the data active = inhibition mostly above about 37%, no sharp cut-off; inactive = mostly below about 20%;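 also: plate controls were negative control peptide for no effect and reference peptide for full effect; strong numbers were not always called active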
CCHF vOTU inh: blocks the CCHF virus ovarian tumor domain protease; CCHFV vOTU protease, Pep-AMC fluorescence; inhibition, % at 11.5 µM; 370,000 tested, 0.55% active; AID 651958; in the data active = inhibition above about 30%; also: 0% = vehicle wells with enzyme and 100% = no enzyme wells
TcdB inh: inhibitors of Clostridioides difficile toxin B glycohydrolase; P18177; 350,000 tested, 0.24% active; inhibition, % at 9.99 µM; TcdB glycohydrolase enzymatic assay, plate reader; in the data active = inhibition above about 10%
BoNT-A LC inh2: BoNT A light chain protease inhibition. multiplex microsphere protease substrate cleavage, flow cytometry. inhibition, % at 10 µM. 360,000 tested, 0.17% active. AID 588499; also: plate controls were buffer without enzyme for full effect and enzyme alone for no effect
Anthrax LF inh2: inhibitors of Bacillus anthracis lethal factor protease; P15917; multiplex microsphere protease cleavage assay, LF; inhibition, % at 10 µM; 360,000 tested, 0.12% active; also: plate controls were buffer without enzyme for full effect and enzyme alone for no effect
Target sequence (P15917 whole entry, looked up): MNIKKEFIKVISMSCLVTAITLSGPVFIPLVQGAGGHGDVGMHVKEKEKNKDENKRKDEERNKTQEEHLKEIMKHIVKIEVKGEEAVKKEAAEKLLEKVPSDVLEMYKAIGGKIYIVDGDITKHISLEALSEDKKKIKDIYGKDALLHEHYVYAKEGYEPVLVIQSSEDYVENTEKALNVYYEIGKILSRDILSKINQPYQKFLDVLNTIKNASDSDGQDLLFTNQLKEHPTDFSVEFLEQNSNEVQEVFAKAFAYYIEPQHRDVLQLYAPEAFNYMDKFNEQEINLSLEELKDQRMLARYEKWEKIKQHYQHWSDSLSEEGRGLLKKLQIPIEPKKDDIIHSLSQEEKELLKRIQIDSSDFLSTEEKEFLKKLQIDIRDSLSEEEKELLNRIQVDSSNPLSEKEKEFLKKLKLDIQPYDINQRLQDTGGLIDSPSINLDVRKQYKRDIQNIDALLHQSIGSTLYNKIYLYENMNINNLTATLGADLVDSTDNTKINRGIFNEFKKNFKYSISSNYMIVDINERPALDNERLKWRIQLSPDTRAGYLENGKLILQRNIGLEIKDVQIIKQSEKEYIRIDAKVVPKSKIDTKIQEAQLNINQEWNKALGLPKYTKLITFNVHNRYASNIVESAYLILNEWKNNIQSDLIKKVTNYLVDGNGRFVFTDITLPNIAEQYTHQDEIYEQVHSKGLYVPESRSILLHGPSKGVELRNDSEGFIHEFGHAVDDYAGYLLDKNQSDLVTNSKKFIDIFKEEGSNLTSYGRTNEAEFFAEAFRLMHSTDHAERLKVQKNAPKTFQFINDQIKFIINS
PfHsp40 yeast: restores yeast growth despite PfHsp40 toxicity; S. cerevisiae expressing PfHsp40, growth rescue, ATP luminescence; growth rescue, % at 12.5 µM; AID 504582; 340,000 tested, 0.68% active; in the data active = growth rescue above about 28%, passing the limit was not always enough; inconclusive = no clear call, values can overlap the other calls;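 also: yeast W303a lacking pdr1 and pdr3 grown in galactose medium; growth measured after three days at 30 °C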
3CLpro inhibitor: SARS-CoV 3CLpro protease inhibition. AID 1706. inhibition, % at 6 µM. recombinant SARS-CoV 3CLpro, quenched FRET peptide cleavage. 290,000 tested, 0.14% active; in the data active = inhibition above about 12%
Y pestis TopoI: blocks Yersinia pestis topoisomerase I activity | 360,000 tested, 0.064% active | activity, % at 10 µM | Y. pestis Topo-I cleavage product accumulation, plate reader | AID 504884; in the data active = activity above about 50%, passing the limit was not always enough; inconclusive = no clear call, values can overlap the other calls; also: inactives centre near 2
BH1578 lux ind: induces V. cholerae light production without autoinducers | 350,000 tested, 0.16% active | V. cholerae BH1578 lux reporter, luminescence, 6 h | activation, % at 18.7 µM | AID 588436; in the data active = activation mostly above about 9.7%, no sharp cut-off; inconclusive = no clear call, values can overlap the other calls; inactive = mostly below about 3.7%; also: not every result past the cut was called active; inactives centre near 0; reference of the scale not given here
VHR inh abs: DUSP3 (human) phosphatase inhibition; inhibition, % at 13.3 µM; 290,000 tested, 0.52% active; P51452; recombinant VHR phosphatase, pNPP absorbance; in the data active = inhibition above about 50%; also: some compounds called inactive have numbers as strong as hits
Target sequence (P51452 whole entry, looked up): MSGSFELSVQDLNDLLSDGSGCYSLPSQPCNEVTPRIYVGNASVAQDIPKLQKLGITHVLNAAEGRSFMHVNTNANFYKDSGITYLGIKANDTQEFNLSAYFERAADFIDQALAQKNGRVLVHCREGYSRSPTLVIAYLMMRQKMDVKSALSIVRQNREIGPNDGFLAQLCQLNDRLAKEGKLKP
Numbers without * were called inactive; i = inactive; ? = inconclusive; nt = not tested or not shown. Rule as the data show it, unless noted: active = inhibition above about 30%; inconclusive = no clear call, values can overlap the other calls; inactive = below that.

SMILES	SSB-PriA inh	CCHF vOTU inh	TcdB inh	BoNT-A LC inh2	Anthrax LF inh2	PfHsp40 yeast	3CLpro inhibitor	Y pestis TopoI	BH1578 lux ind	VHR inh abs
Clc1ccc2c(c1)[C@H]1OCC[C@H]1[C@@H](c1ccco1)N2	-1	-21	3.8	0.2	-3	1.6	-1	3	i	35
Cc1cc(NC(=O)C2CCCN(S(=O)(=O)c3c(C)noc3C)C2)n[nH]1 (stereo unspecified)	-18	16	3.2	-1.0	6	1.7	1	5	-0.3	34
CCn1cc(SCC(=O)N2CCOCC2)c2ccccc21	2	-3	0.7	-1.5	4	-0.7	-3	5	-0.2	24
O=C(Nc1cccc(C(F)(F)F)c1)C1C2CC3OC(=O)C1C3C2 (stereo unspecified)	-9	5	nt	-0.9	2	0.7	-2	-3	-0.1	7
O=C(Nc1nnc([C@@H]2C[C@H](O)[C@@H](CO)O2)s1)Nc1ccccc1C(F)(F)F	nt	-7	-0.4	0.2	7	nt	nt	-6	i	nt
CSCCC(=O)N(C)CC1CCN(CCc2cccc(C(F)(F)F)c2)CC1	-7	2	-0.4	?	-8	-0.9	0	-2	i	32
O=C1C=C(NCc2ccc(Cl)c(Cl)c2)CC1	-14	4	nt	-0.1	1	0.2	0	-4	-0.6	20
CC(=O)C1=C(O)C(=O)N(c2ccc(Br)cn2)C1c1ccccc1F (stereo unspecified)	-12	10	nt	-0.2	-3	1.6	-6	-1	i	21
CN(CCC#N)C(=O)COC(=O)c1cc(Cl)cc(Cl)c1N	-13	-136	-0.4	-0.1	1	1.2	5	2	i	33
COC(=O)C1=C(c2cccc(OCc3ccccc3)c2)C[C@@H]2CC[C@H]1N2C(=O)NCc1ccc(C(C)(C)C)cc1	-14	23	0.7	-0.4	-12	-0.9	nt	23	-0.9	nt
COc1cccc(OCC(=O)NNC(=O)c2cnccn2)c1	2	-2	nt	0.5	-1	0.0	4	7	-0.4	-17
O=C(CN(CC(=O)N1CCOCC1)S(=O)(=O)c1ccc(Br)s1)N1CCOCC1	-26	-2	nt	0.1	-8	-0.6	1	-1	i	nt
COc1ccc(-c2nc3ccc(Cl)cn3c2Cc2ccccc2C(F)(F)F)cc1OC	nt	19	-5.5	1.4	0	nt	nt	nt	nt	nt
Cc1cc(=O)oc2cc(NC(=O)c3ccccc3Cl)ccc12	-17	-93	-1.0	-5.6	-4	-1.2	1	4	i	30
COc1ccc(C)cc1NC(=O)c1c([N+](=O)[O-])cnn1C	-4	-2	1.0	-0.5	-7	-0.4	-4	0	i	4
COc1ccc(CNC(=O)Cn2nc(C(F)(F)F)cc2C)cc1	-3	10	0.3	0.0	0	-1.5	-2	1	i	2
CN(C(=O)COC(=O)c1nc(Cl)ccc1Cl)c1ccccc1	-6	4	1.0	-3.4	-2	0.0	-5	1	-0.2	1
COc1ccc(N2C(=O)CC(Sc3nc(C)cc(C)n3)C2=O)cc1OC (stereo unspecified)	2	1	0.1	-0.8	6	0.2	0	-6	-0.3	4
Cc1ccc(N(CC(=O)NN=C2CCN(C)CC2)S(=O)(=O)c2ccc(C)cc2)cc1	-11	-7	1.0	0.5	-2	-0.5	0	9	-0.3	28
O=C(COC(=O)c1ccc(Cl)cc1)NCC1CCCCC1	-11	19	7.3	-0.1	-8	1.9	nt	4	3.8	nt
Oc1ccccc1CNn1cnnc1	-12	4	nt	-0.1	1	-1.0	-1	-2	-1.1	14
COc1ccc(C(=O)OCC[N+]2(C)CCOCC2)cc1	-9	-1	0.0	-0.5	-4	-1.4	-2	-12	i	53*
Cc1cccc(C)c1NC(=O)C1(N2C(=O)CC2c2ccccc2)CCCCC1 (stereo unspecified)	2	6	0.4	-0.5	0	-1.2	-2	-1	-0.8	23
CCOC(=O)c1n[nH]n(-c2cc(Cl)cc(Cl)c2)c1=O	-1	-4	1.2	0.0	-3	-1.5	2	9	5.3	13
O=C(CNC(=O)c1ccccc1F)N/N=C/c1cccnc1	nt	-8	4.4	1.1	0	-0.7	-3	5	5.6	4
Cc1ccc(N2C(=O)NC(=O)/C(=C/c3ccc(OC(=O)c4cccs4)cc3)C2=O)cc1	-11	3	nt	?	-4	-0.3	7	8	i	24
CCCCCCCc1c(O)nc(SCCN(C)C)[nH]c1=O	-4	-3	1.1	-0.5	0	-0.7	0	10	i	-18
COc1cccc(OCCn2cc(C(C)=O)c3ccccc32)c1	-9	-9	2.1	-3.4	-12	0.9	7	12	i	-20
O=C(COC(=O)CCc1nc2ccccc2s1)Nc1ncc(Cl)cc1Cl	-10	12	nt	1.8	4	-0.4	0	11	i	30
COc1cc2nc(/C=C/c3cc(OC)c(OC)c(OC)c3)sc2cc1SC	-69	-5	nt	54*	21	-0.1	6	-3	-0.3	46
COc1ccccc1N1CCN(C(=O)c2ccc3noc(-c4ccccc4)c3c2)CC1	nt	2	-0.6	0.5	3	nt	nt	15	-0.3	nt
CC(=O)NC(CCS(C)(=O)=O)C(=O)Nc1ccccc1 (stereo unspecified)	-10	-2	-1.1	0.3	-3	-0.3	4	2	i	7
COc1ccc(C)cc1NC(=O)CCNC(=O)c1ccco1	-16	9	1.3	-0.1	-5	0.6	-3	-3	-2.6	18
Cc1nnc(SCC(=O)Nc2nsc(-c3ccc(C(C)(C)C)cc3)n2)s1	4	10	1.2	-0.7	-11	5.6	-1	39	-0.9	27
CC(C)(C)S(=O)(=O)N1C[C@@H]2C(=CC[C@H]3C(=O)N(c4ccccc4)C(=O)[C@@H]23)[C@@H]1CCO	-5	-2	0.9	0.4	-6	-1.2	nt	-4	i	nt
Cc1nc(SCC(=O)Nc2ccccn2)n[nH]1	9	-10	0.2	-1.1	-8	-1.2	3	-6	-2.8	26
COc1ccc(CCCc2nnc(SCC(=O)Nc3ccccc3F)o2)cc1	-1	11	0.3	1.6	2	16	0	38	-0.2	38
O=C(O)C1CC=CCC1C(=O)Nc1cccnc1 (stereo unspecified)	-7	-7	0.3	-0.2	5	-0.7	3	-1	i	0
Nc1cc(N)nc(SCC(=O)NCC(=O)Nc2ccc(F)c(F)c2F)n1	-12	-16	0.9	0.3	0	0.0	nt	6	i	nt
Cc1c(NC(=O)c2cc(C(C)C)on2)c(=O)n(-c2ccccc2)n1C	-13	nt	0.7	0.2	1	0.9	1	8	-0.4	13
CCOC(=O)C1CCCN(C(=O)c2cc3cc4ccc(OC)cc4nc3o2)C1 (stereo unspecified)	-21	nt	nt	-2.7	-4	1.3	6	17	-0.2	11
Cc1ccc(CNc2ccc3nnc(-c4ccccc4)n3n2)cc1	-8	-7	-0.3	0.0	1	1.1	2	14	nt	-11
COc1ccc(OCc2nnc(SC(C)C(=O)Nc3ccc(N4CCOCC4)cc3)n2C)cc1 (stereo unspecified)	-2	-1	4.5	-1.9	-7	0.8	nt	11	i	nt
O=C1CCC(C(=O)N2CCc3ccccc3C2)CN1CCCN1CCOCC1 (stereo unspecified)	-7	11	0.0	-1.3	-1	-0.7	2	-2	7.7	36
O=[N+]([O-])c1cccc(S(=O)(=O)c2ccc(NCCO)c([N+](=O)[O-])c2)c1	6	-5	-1.0	-1.4	-1	-0.6	-2	4	-0.3	12
Clc1cccc(NCc2ccccc2)n1	-22	-2	-0.4	-0.1	-5	-1.5	-2	6	-3.1	21
COc1ccc(OC)c(CCNC(=O)CN2C(=O)CCSc3ccccc32)c1	3	-13	5.0	-3.1	16	0.5	-2	-5	-6.2	6
O=[N+]([O-])c1cc(-n2cnnn2)ccc1N1CCC(Cc2ccccc2)CC1	29	8	nt	-1.3	-4	1.0	2	2	i	18
O=C(CSc1ncn[nH]1)NCCc1ccc(Cl)cc1Cl	-16	2	1.4	-3.0	2	-0.6	0	-1	-0.2	12
S=c1[nH]nc(Cn2cnc3ccccc32)n1-c1ccccc1	-2	8	0.1	-0.5	-8	0.2	4	-7	-0.1	16
O=C(NCc1ccncc1)C1CCN(S(=O)(=O)c2cccc(C(F)(F)F)c2)CC1	-6	14	0.7	-0.4	0	-0.6	-4	6	-0.9	11
CC1(c2ccccc2)NC(=O)N(CC(=O)Nc2ccc3c(c2)CCC3)C1=O (stereo unspecified)	4	-4	-1.0	3.5	10	0.1	nt	-4	i	nt
COc1cccc2c(=O)n(CC(=O)Nc3ccc(F)cc3)ccc12	104*	5	0.5	-0.3	2	2.9	-2	0	-0.2	-2
COc1cccc(-n2c(N)c(-c3nc4ccccc4[nH]3)sc2=S)c1	5	2	3.1	-0.8	-2	0.2	-2	-8	0.7	-4
S=C(NCc1ccccc1)Nc1cccc(Cl)c1	-22	8	nt	0.6	1	2.8	0	0	-0.2	8
O=C(CSc1ncccn1)NCc1ccc2c(c1)OCO2	13	0	-1.3	-2.3	-2	2.5	-7	2	-0.3	33
O=C(Nc1sc2c(c1C(=O)O)CCCC2)C(=O)N1CCOCC1	-1	15	1.2	0.8	0	2.2	0	0	-0.1	11
O=C(NC1CC1)c1ccc2c(Cl)c3c(nc2c1)CCCC3	11	9	0.5	0.2	-1	-0.6	-4	19	-5.6	-12
O=C(Nc1ccccc1C(=O)NCCc1ccc(O)cc1)c1ccco1	0	-8	3.0	-0.5	-8	-1.2	-1	-1	-8.3	10
Cc1cc(NS(C)(=O)=O)c(=O)n(Cc2c(F)cccc2Cl)c1	-2	13	0.2	4.2	-8	-0.8	2	2	-0.4	-12
Other results:
SMILES	SSB-PriA inh	CCHF vOTU inh	TcdB inh	BoNT-A LC inh2	Anthrax LF inh2	PfHsp40 yeast	3CLpro inhibitor	Y pestis TopoI	BH1578 lux ind	VHR inh abs
Cc1cc(C)c(COCc2cc(/C=N/O)c(C)cc2C)cc1/C=N/O	nt	-6	-0.1	-0.6	-3	-1.6	4	29	i	28
CNC(=O)c1cc(S(=O)(=O)N2CC(C)OC(C)C2)ccc1N1CCCCC1 (stereo unspecified)	-9	-3	0.4	-0.7	7	-0.8	-5	5	-0.7	17
CCOC(=O)c1sc2nc(CSc3ccccc3)nc(N3CCCN(C)CC3)c2c1C	9	11	1.3	2.6	-4	-1.2	-1	1	-0.2	18
O=C(CNC(=O)c1ccco1)N/N=C/c1ccccc1[N+](=O)[O-]	nt	-6	0.7	-0.2	0	-0.1	-3	-1	-0.2	6
COCCCNC(=S)N/N=C/c1ccc(N(C)C)cc1	nt	-45	-11	0.2	1	-0.5	-2	-13	i	37
CCC(=NCCCN(CC)CC)c1c(O)n(C2CCCCC2)c(=O)[nH]c1=O	0	13	nt	-2.9	0	1.2	-2	5	i	11
COC(=O)c1ccc(N2C(=O)CC(N3CCC(O)(c4ccc(Br)cc4)CC3)C2=O)cc1 (stereo unspecified)	-7	-10	nt	-0.3	1	?	0	4	-1.6	28
CCCCCCN=C(C)c1c(O)n(CCCC)c(=O)[nH]c1=O	-6	13	nt	0.5	-3	1.1	0	5	nt	8
O=C(COC(=O)CCSc1ccccc1)Nc1cc(F)ccc1F	-24	-1	nt	0.1	-7	0.6	-1	-4	-0.4	30
CCN(CC)CC1(O)CCN(C(=O)c2ccc(Cl)c(Cl)c2)CC1	7	-3	0.0	-0.5	-8	-1.5	-1	-12	-0.4	6

Copied from the results shown for reference:
SMILES	SSB-PriA inh	CCHF vOTU inh	TcdB inh	BoNT-A LC inh2	Anthrax LF inh2	PfHsp40 yeast	3CLpro inhibitor	Y pestis TopoI	BH1578 lux ind	VHR inh abs
Cc1cc(C)c(COCc2cc(/C=N/O)c(C)cc2C)cc1/C=N/O	nt	-6	-0.1	-0.6	-3	-1.6	4	29	i	28
CNC(=O)c1cc(S(=O)(=O)N2CC(C)OC(C)C2)ccc1N1CCCCC1 (stereo unspecified)	-9	-3	0.4	-0.7	7	-0.8	-5	5	-0.7	17
CCOC(=O)c1sc2nc(CSc3ccccc3)nc(N3CCCN(C)CC3)c2c1C	9	11	1.3	2.6	-4	-1.2	-1	1	-0.2	18
O=C(CNC(=O)c1ccco1)N/N=C/c1ccccc1[N+](=O)[O-]	nt	-6	0.7	-0.2	0	-0.1	-3	-1	-0.2	6
COCCCNC(=S)N/N=C/c1ccc(N(C)C)cc1	nt	-45	-11	0.2	1	-0.5	-2	-13	i	37

From PubChem BioAssay

A portion of the library (hit frequency here may not be typical).
